NTR1 agonist: agonists of NTR1, primary screen, imaging, U2OS cells, beta-arrestin-GFP, high content (AID 493036); 330,000 compounds, 0.17% hits; NTR1-U2OS beta-arrestin-GFP spot imaging, agonist mode; Neurotensin receptor type 1 (Homo sapiens), P30989; activation, % at 20 µM;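 active = activation at or above 40% of the spot to cytoplasm intensity ratio, with at least 20 cells analyzed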;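 note: 0% = DMSO without peptide and 100% = 100 nM NTR1 peptide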
Target sequence (P30989 whole entry, looked up): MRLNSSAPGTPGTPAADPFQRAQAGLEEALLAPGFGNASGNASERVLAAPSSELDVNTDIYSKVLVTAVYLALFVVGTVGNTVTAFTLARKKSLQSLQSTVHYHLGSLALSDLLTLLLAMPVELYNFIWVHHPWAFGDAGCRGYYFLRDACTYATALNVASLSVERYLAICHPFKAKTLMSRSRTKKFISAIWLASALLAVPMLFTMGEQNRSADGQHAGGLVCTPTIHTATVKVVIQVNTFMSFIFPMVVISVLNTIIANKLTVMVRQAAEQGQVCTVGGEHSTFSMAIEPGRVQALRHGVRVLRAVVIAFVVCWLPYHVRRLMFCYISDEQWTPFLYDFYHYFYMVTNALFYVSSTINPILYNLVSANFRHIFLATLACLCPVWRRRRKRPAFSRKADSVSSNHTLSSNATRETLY
GPR55 antagonists: GPR55 antagonists blocking LPI-driven arrestin recruitment, primary screen, imaging, U2OS, beta-arrestin-GFP, LPI agonist (AID 2013) | U2OS GPR55 beta-arrestin-GFP translocation imaging, LPI antagonism; higher % means a stronger effect | one-dose inhibition, % at 10 µM; IC50 in µM for titrated hits | 290,000 compounds, 0.13% hits;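 active = spots per cell inhibited over 60%, with over 100 cells counted and total cytoplasm intensity under 500,000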;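 note: U2OS cells stably carrying GPR55 and arrestin-GFP stimulated by 5 µM LPI near EC80; imaged beta-arrestin-GFP aggregate spots per cell after agonist stimulation; plate controls were LPI-stimulated DMSO wells for no effect and DMSO wells without LPI for full effect; some results filed as inactive read as strong as hits; confirmed hits need IC50 under 10 µM and bright autofluorescent wells are also inconclusive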
Myeloid diff 2: induction of myeloid progenitor differentiation, primary screen, cell-based, flow cytometry, MLPCN library. ER-HoxA9 myeloid progenitors, lysozyme-GFP differentiation. calls only at 10 µM. 360,000 compounds, 1% hits;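 active = normalized GFP-positive differentiation at or above the plate's own cutoff, the solvent-only control mean plus 3 SD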;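 note: cells exposed to compound for four days before flow analysis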
KOR beta-arrestin-1: KOR antagonists, beta-arrestin recruitment, cell-based, luminescence, uHTS (AID 1778). Kappa-type opioid receptor (Homo sapiens). inhibition, % at 10 µM, or IC50 in µM where a hit was titrated. 290,000 compounds, 0.091% hits. KOR beta-arrestin recruitment, luminescence, antagonist mode; higher % means a stronger effect; note: strong numbers were not always called active
KOR beta-arrestin-2: KOR agonists, beta-arrestin recruitment, primary screen, cell-based, luminescence, uHTS (AID 1777); activation, % at 10 µM; hits with a dose series show EC50 in µM; Kappa-type opioid receptor (Homo sapiens); 280,000 compounds, 0.02% hits; KOR beta-arrestin recruitment, luminescence; higher % means a stronger effect; in the data active = activation above about 50%, passing the limit was not always enough; note: a part of the inactive calls stands beside numbers as strong as those of hits
GPR55 activation: GPR55 agonists via beta-arrestin recruitment, primary screen, imaging, U2OS cells, beta-arrestin-GFP redistribution (AID 1961). U2OS GPR55 beta-arrestin-GFP redistribution imaging; higher % means a stronger effect. 290,000 compounds, 0.048% hits. activation, % at 10 µM; hits with a dose series show EC50 in µM. G-protein coupled receptor 55 (Homo sapiens);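 active = activation above 40% with more than 50 cells counted in the well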;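 note: U2OS osteosarcoma cells stably expressing GPR55 and beta-arrestin-GFP; plate controls were DMSO negative control for no effect and LPI positive control for full effect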
NOD2 inhibition: NOD2 signaling inhibitors, cell-based, luminescence, uHTS, HEK293 (AID 1566). HEK293 NOD2/NF-kB luciferase reporter, luminescence; higher % means a stronger effect. 290,000 compounds, 0.63% hits. inhibition, % at 4 µM; hits with a dose series show EC50 in µM; note: many of its hits are not listed in these tables
NOD1 NF-kB reporter: NOD1 signaling inhibitors, primary screen, cell-based, luminescence, uHTS (AID 1578); NOD1-driven NF-kB luciferase reporter cells, luminescence; higher % means a stronger effect; inhibition, % at 4 µM; hits with a dose series show EC50 in µM; 290,000 compounds, 1% hits; in the data active = inhibition mostly above about 36%, no sharp cut-off; inactive = mostly below about 34%;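 note: HEK-293T reporter cells stimulated with the NOD1 agonist gamma-tri-DAP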
T cell modulator: modulators of CD8 T cell-vesicle binding, primary screen, mouse 2C CD8+ T cells, flow cytometry | 330,000 compounds, 0.068% hits | calls only at 7 µM | 2C CD8+ T cell-vesicle binding; hits give low values;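 active = response, share of CD8 T cells binding vesicles, and their 90th percentile fluorescence all below set limits, cut at about 80% in these data, passing the limit was not always enough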
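Assay system – 2C mouse CD8+ T cells · Also added – QL9-loaded Drosophila micro-vesicles · Timing – Cell–vesicle co-incubation 1.5 h at 37 °C, staining 20 min on ice · Signal – flow cytometry of vesicle-bound cells · Measure – percent CD8+ FL2 mean versus row control · Controls – Peptide-free naked vesicles (low) and QL9 vesicles with 0.7% DMSO vehicle (high)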
T cell modulator vesicle-bound %: recorded beside T cell modulator, whose call it bears; double positive events, %; measured here: CD8+ vesicle-bound cell fraction;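 binding gate set so that unloaded-vesicle control wells show 10% double positive cells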
NTR1 agonist cell count 20 µM: second read-out of NTR1 agonist, no call of its own (marks repeat the call); cell count; measured here: cell count, cytotoxicity flag
Myeloid diff 2 GFP+ MAC1+ %: second read-out of Myeloid diff 2, no call of its own (marks repeat the call); GFP+ MAC1+ double positive, %; measured here: differentiation confirmed by MAC1 staining
* = called active by the depositor; i = inactive; . = no result given; [ ] = remark or other dose. Cut-off read from the data, not from the text of the source, unless noted: active = inhibition above about 50%; inactive = the rest.

SMILES	NTR1 agonist	NTR1 agonist cell count 20 µM	GPR55 antagonists	Myeloid diff 2	Myeloid diff 2 GFP+ MAC1+ %	KOR beta-arrestin-1	KOR beta-arrestin-2	GPR55 activation	NOD2 inhibition	NOD1 NF-kB reporter	T cell modulator	T cell modulator vesicle-bound %
Cc1c(OCC(=O)N2CCC(C(N)=O)CC2)ccc2c3c(c(=O)oc12)CCC3	-2.9	86	-5%	i	3.1	-31%[20 µM]	1.1%	0.4%	9%	-9%	i	19
O=C(O)CCCN1C(=O)C2C3C=CC(C2C1=O)C1C(=O)N(CCCC(=O)O)C(=O)C31 (configuration not stated)	0.2	68	8%	i	0.5	-45%[20 µM]	-1.6%	0.6%	15%	-24%	i	28
CCCCN(CCCC)C(=O)C1(P(=O)(c2ccccc2)c2ccccc2)CCC1	0.2	29	-3%	i	0.2	9%	14%	0.0%	-20%	-6%	i	17
Cn1c(SCc2cccc(F)c2)nnc1-c1ccncc1	-0.1	90	2%	i	0.6	-29%	-0.6%	-0.1%	-11%	-4%	i	45
CCC(C)NS(=O)(=O)c1ccc(OCC(=O)NCc2ccc3c(c2)OCO3)cc1 (configuration not stated)	-0.6	87	12%	i	0.2	36%	0.2%	0.2%	8%	-3%	i	16
O=C(COc1ncnc2cc(Cl)ccc12)c1ccccc1	3.0	33	10%	i	0.3	2%	-1.0%	0.1%	-18%	-11%	i	42
COc1ccc(C(CC(=O)O)NC(=O)c2sc3ccccc3c2Cl)cc1 (configuration not stated)	1.0	55	-2%	i	1.3	-3%	-1.1%	0.2%	11%	-46%	i	40
O=C(O)c1[nH]c2ccccc2c1C(c1cccc(O)c1)c1c(C(=O)O)[nH]c2ccccc12	-0.6	108	-3%	i	0.8	4%	4.4%	0.4%	7%	-1%	i	36
CC1CCN(C(=O)CSc2nnc(CNC(=O)c3ccc(F)cc3)o2)CC1	-0.8	38	0%	i	0.9	30%	-1.7%	0.6%	-7%	-10%	i	35
COc1ccc(OCC(=O)Nc2cccc3cccnc23)cc1	3.4	71	-2%	i	0.6	4%	-1.7%	-1.0%	4%	-31%	i	17
CC1=C(C#N)C(c2ccccc2)C2=C(N1)c1ccccc1C2=O (configuration not stated)	3.2	45	2%	i	0.6	29%	0.3%	0.1%	-7%	-10%	i	40
O=[N+]([O-])c1ccc(NS(=O)(=O)c2cccc3cccnc23)cc1	0.7	62	-15%	i	0.6	9%[20 µM]	-4.6%	-0.1%	21%	-19%	i	51
Fc1ccc(-c2nc3ccncc3[nH]2)cc1	0.7	60	2%	i	1.3	-33%	-3.2%	0.0%	-30%	-3%	i	15
Cc1c(O)cc2c(c1O)C(=O)CC(c1ccccc1)O2 (configuration not stated)	6.8	80	3%	i	3.2	31%	1.7%	0.0%	14%	2%	i	56
Cc1cc(C)cc(N(CC(=O)NC2CC3CCC2C3)S(C)(=O)=O)c1 (configuration not stated)	0.3	78	-14%	i	0.8	-18%	-3.4%	-0.2%	-4%	-16%	i	8
O=C(c1ccc(Cl)cc1)c1ccc(OCC(O)CN2CCCCC2)cc1 (configuration not stated)	-0.9	66	9%	i	0.6	22%	-2.1%	-0.1%	8%	-41%	i	48
CCOC(=O)N1CCN(C(=O)c2ccccc2NC(=O)c2ccc(C(C)(C)C)cc2)CC1	-0.5	69	6%	i	0.8	2%	-3.9%	-0.1%	5%	-38%	i	54
N/C(=N\OC(=O)CCC1CCCCC1)c1ccccn1	1.8	76	29%	i	0.9	-10%	0.8%	-0.1%	-61%	.	i	31
O=C(NCc1nnc(SCc2ccc(F)cc2)n1-c1ccc(F)cc1)C12CC3CC(CC(C3)C1)C2	0.3	54	16%	i	0.8	12%	-1.0%	-0.2%	0%	-23%	i	46
CC(C)CC(NC(=O)C1CCCCC1)C(=O)N1CCN(c2ccccn2)CC1 (configuration not stated)	0.1	99	-9%	i	2.4	-34%	-0.9%	0.0%	-4%	-17%	i	40

Ordered by formula weight (rising): part of the list above.
SMILES	NTR1 agonist	NTR1 agonist cell count 20 µM	GPR55 antagonists	Myeloid diff 2	Myeloid diff 2 GFP+ MAC1+ %	KOR beta-arrestin-1	KOR beta-arrestin-2	GPR55 activation	NOD2 inhibition	NOD1 NF-kB reporter	T cell modulator	T cell modulator vesicle-bound %
O=[N+]([O-])c1ccc(NS(=O)(=O)c2cccc3cccnc23)cc1	0.7	62	-15%	i	0.6	9%[20 µM]	-4.6%	-0.1%	21%	-19%	i	51
O=C(O)CCCN1C(=O)C2C3C=CC(C2C1=O)C1C(=O)N(CCCC(=O)O)C(=O)C31 (configuration not stated)	0.2	68	8%	i	0.5	-45%[20 µM]	-1.6%	0.6%	15%	-24%	i	28
O=C(NCc1nnc(SCc2ccc(F)cc2)n1-c1ccc(F)cc1)C12CC3CC(CC(C3)C1)C2	0.3	54	16%	i	0.8	12%	-1.0%	-0.2%	0%	-23%	i	46

New compounds follow.
SMILES	NTR1 agonist	NTR1 agonist cell count 20 µM	GPR55 antagonists	Myeloid diff 2	Myeloid diff 2 GFP+ MAC1+ %	KOR beta-arrestin-1	KOR beta-arrestin-2	GPR55 activation	NOD2 inhibition	NOD1 NF-kB reporter	T cell modulator	T cell modulator vesicle-bound %
CC(C)N(C(=O)COC(=O)c1ccc(O)cc1)C(C)C	-0.9	47	14%	i	0.8	17%	-6.6%	-0.2%	10%	-11%	i	32
CCNC(=O)NC(=O)CSc1nc2ccccc2n1CCOC	1.2	68	10%	i	0.9	-14%	3.6%	-0.3%	9%	-27%	i	50
COc1ccc(N2CCN(CC(=O)Nc3cccc(S(=O)(=O)N4CCOCC4)c3)CC2)cc1	3.7	59	0%	i	2.2	-13%	-4.3%	0.4%	-6%	-17%	i	70
Cc1ccc(NC(=O)CSc2nnc(CNC(=O)c3c(F)cccc3Cl)o2)cc1	-0.5	55	0%	i	1.4	6%	-1.7%	0.2%	-7%	.	i	71
CSc1ncccc1C(=O)OCC(=O)c1ccccc1	1.1	33	-25%	i	0.5	13%	-3.2%	0.1%	4%	-38%	i	51
O=C(c1ccccc1Nc1ccc(SC(F)F)cc1)N1CCCCC1	-0.5	90	12%	i	1.2	-2%	5.8%	-2.3%	-31%	-30%	i	14
Cc1cc(C)c(C)c(OCC(=O)N2CCN(c3ccccn3)CC2)c1	3.5	44	6%	i	0.6	16%	5.2%	-0.1%	8%	-22%	i	28
COC(=O)c1ccccc1NC(=O)CN1CCC(C)CC1	2.8	47	-13%	i	0.1	-39%[20 µM]	-4.6%	0.2%	14%	-14%	i	38
CN(C(=O)c1ccc(-c2nn(C)c(=O)c3ccccc23)cc1)C1CCCCC1	5.0	33	-7%	i	2.8	-7%	-0.8%	-0.1%	25%	-14%	i	12
O=C(CN1CCN(S(=O)(=O)c2ccccc2)CC1)Nc1cccc(C(F)(F)F)c1	2.2	82	-2%	i	0.8	-19%	2.5%	0.1%	36%	1%	i	26
CC(C)C(C(=O)O)N1C(=O)/C(=C/c2cccn2C)SC1=S (configuration not stated)	.	.	18%	i	0.7	6%	0.4%	0.2%	4%	-34%	i	36
CCOc1cc(C(=O)Nc2cccc3ncccc23)cc(OCC)c1OCC	-0.1	67	4%	i	0.8	8%	-4.5%	-0.2%	20%	-17%	i	30
Cc1nn(C(=O)c2cccnc2)c(C)c1Sc1ccc(Br)cc1	-1.0	41	4%	i	1.1	-6%	-1.4%	-0.2%	-9%	.	i	28
CCn1ncc(C2=NOC(C(=O)N3CCN(c4ccccc4)CC3)C2)c1C (configuration not stated)	-0.1	58	-7%	i	6.0	2%	3.0%	-0.2%	-8%	-6%	i	23
Cc1cc(C)c2[nH]c(=O)c(C(c3nnnn3C3CCCC3)N3CCOCC3)cc2c1 (configuration not stated)	.	.	-3%	.	.	-16%	-3.9%	-0.2%	-16%	1%	.	.
COc1cccc(CC(NC(C)=O)C(=O)NC2CCN(c3nnnn3-c3ccccc3)CC2)c1 (configuration not stated)	-1.9	76	12%	i	0.6	-24%	2.3%	0.2%	-3%	-19%	i	62
COC(=O)c1[nH]c2ccccc2c1Sc1ccccc1	1.4	82	-1%	i	0.7	10%	-1.6%	1.0%	-2%	4%	i	25
CC(=O)c1c(C)[nH]c(C(=O)CSc2nnc(-c3cccs3)n2Cc2ccccc2)c1C	4.3	76	8%	i	4.1	-3%	-0.5%	-0.1%	12%	13%	i	44
Cc1ccc(NC(=O)Cn2cnc3c(cnn3C(C)(C)C)c2=O)cc1	-1.0	40	8%	i	0.7	1%	15%	-0.1%	13%	2%	i	5
CCN(Cc1cccc(OC)c1)CC1CCCN(CCc2cccc(OC)c2)C1 (configuration not stated)	-1.2	61	20%	i	0.9	-24%[20 µM]	-4.1%	0.2%	-21%	-7%	i	61
O=C(Cn1c2c(c(-c3ccccc3Cl)cc1=O)CCC2)NCCCN1CCOCC1	0.8	56	12%	i	0.3	-17%	0.2%	-0.1%	17%	0%	i	35

Structures above that have an NH in an aromatic ring (5):
SMILES	NTR1 agonist	NTR1 agonist cell count 20 µM	GPR55 antagonists	Myeloid diff 2	Myeloid diff 2 GFP+ MAC1+ %	KOR beta-arrestin-1	KOR beta-arrestin-2	GPR55 activation	NOD2 inhibition	NOD1 NF-kB reporter	T cell modulator	T cell modulator vesicle-bound %
O=C(O)c1[nH]c2ccccc2c1C(c1cccc(O)c1)c1c(C(=O)O)[nH]c2ccccc12	-0.6	108	-3%	i	0.8	4%	4.4%	0.4%	7%	-1%	i	36
Fc1ccc(-c2nc3ccncc3[nH]2)cc1	0.7	60	2%	i	1.3	-33%	-3.2%	0.0%	-30%	-3%	i	15
Cc1cc(C)c2[nH]c(=O)c(C(c3nnnn3C3CCCC3)N3CCOCC3)cc2c1 (configuration not stated)	.	.	-3%	.	.	-16%	-3.9%	-0.2%	-16%	1%	.	.
COC(=O)c1[nH]c2ccccc2c1Sc1ccccc1	1.4	82	-1%	i	0.7	10%	-1.6%	1.0%	-2%	4%	i	25
CC(=O)c1c(C)[nH]c(C(=O)CSc2nnc(-c3cccs3)n2Cc2ccccc2)c1C	4.3	76	8%	i	4.1	-3%	-0.5%	-0.1%	12%	13%	i	44

Compound activity deposited in PubChem BioAssay by several laboratories.

This is a subset, so the mix of outcomes need not match the whole.
